Ecoli viability: E. coli V3065 growth inhibition, primary screen, counter-screen for AddAB inhibitor project, absorbance, OD600 | inhibition, % at 11.9 µM | 0.27% of 330,000 active | AID 449728, 2010 | 18 h;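 active means inhibition above the campaign's mean inhibition across all tested compounds plus 3 SD, cut at about 9.9% in these data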;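 further: uninfected addAB+ strain grown without phage in ampicillin broth; 0% = DMSO wells and 100% = ciprofloxacin 0.95 µg/ml wells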
AddAB inh: growth inhibition of E. coli expressing H. pylori AddAB, primary screen, AddAB inhibitor project, absorbance; inhibition, % at 11.9 µM; 0.29% of 330,000 active; AID 435030, 2010; in the data active means inhibition above about 12%;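 further: 0% = vehicle wells of infected cells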
An asterisk follows results filed as active. Some of the compounds tested, so the mix of outcomes need not match the whole.

SMILES	Ecoli viability	AddAB inh
CCCCCC(=O)Cc1cc(O)cc2c1C(=O)Oc1cc(O)c(C(=O)O)c(CCCCC)c1O2	-4.2	1.5
COc1ccccc1N1CCN(C(=O)CC2NC3CCCCC3NC2=O)CC1 (stereo not drawn)	-1.6	-0.3
COc1cccc(C2=CC(c3ccc(C)cc3)n3ncnc3N2)c1 (stereo not drawn)	0.8	3.5
CCn1cc(C(=O)O)c(=O)c2cnc(N3CCN(C(=S)NC(=O)c4ccc(Cl)cc4)CC3)nc21	4.5	3.8
COc1ccc(OC)c2sc(N(CCCN(C)C)C(=O)c3ccc(S(=O)(=O)N4CCc5ccccc5C4)cc3)nc12	-2.5	-2.7
Cc1ccc(C2c3c(C)nn(-c4ccc([N+](=O)[O-])cc4)c3N=C3C(=O)Nc4ccccc4N32)cc1 (stereo not drawn)	0.8	4.5
N#Cc1c(-c2ccco2)nc(SCC(=O)Nc2ccc(S(N)(=O)=O)cc2)[nH]c1=O	2.7	0.1
COc1cc(C(=O)NCCN2C(=O)S/C(=C\c3ccc(F)cc3)C2=O)ccc1OCC(=O)N1CCOCC1	0.9	-0.3
COC/C=C/C1=CC2=CC(=O)C(C)(OC(=O)c3cnc4ccccc4n3)C(=O)C2=CN1c1ccc(CO)cc1 (stereo not drawn)	0.2	0.3
O=C(OCCN1C(=O)c2cccc3c(N4CCOCC4)ccc(c23)C1=O)c1cccc(Cl)c1	-2.5	-0.2
Cc1ccc2nsnc2c1NC(=O)c1cccc([N+](=O)[O-])c1	-2.6	1.0
COC(=O)[C@H](Cc1ccccc1)NC(=O)O[C@H]1C(=O)c2ccc(OC)cc2O[C@@H]1c1ccc2c(c1)OCO2	-1.5	-0.6
CC(=O)C1=C(C)NC(SCC(=O)c2ccccc2)=C(C#N)C1c1ccco1 (stereo not drawn)	1.9	-0.1
O=c1cc(CO)oc(C(Nc2ccccn2)c2ccsc2)c1O (stereo not drawn)	1.6	4.2
c1ccc(C2=Nc3ccccc3SC2c2nc3ccccc3[nH]2)cc1 (stereo not drawn)	-0.5	-1.4
CCCCC1=CC2=CC(=O)C(C)(OC(=O)c3cnc4ccccc4n3)C(=O)C2=CO1 (stereo not drawn)	-1.6	1.6
Cc1cc(N2C(=O)C(O)=C(C(=O)c3ccco3)C2c2cccnc2)no1 (stereo not drawn)	-1.9	-0.9
COC(=O)C1=C(C)N(Cc2ccccc2)C(=NCCCCO)N[C@H]1c1ccccc1	-1.5	1.6
CC[C@H]1OC(=O)C[C@@H](O)[C@H](C)[C@@H](O[C@@H]2O[C@H](C)C[C@H](N(C)C)[C@H]2O)[C@@H](CC=O)C[C@@H](C)C(=O)C=C[C@]2(C)O[C@H]2[C@@H]1C	100.3*	98.6*
CCOc1ccccc1N/C(=N/c1nc(C)cc(C)n1)NC(=O)Nc1ccc(Cl)c(Cl)c1	-0.7	2.3
O=C(O)c1cc2sccc2s1	1.6	0.2
COc1ccc(C)cc1NC(=O)CCC(=O)Nc1ccc2nc(N3CCN(C)CC3)cc(C)c2c1	-4.2	-1.1
CC(=O)N1c2ccc3ccccc3c2C2C=CCC2C1c1ccc(Br)cc1 (stereo not drawn)	-1.3	-1.8
CCOC(=O)C1=C(C)NC(=O)C1CC(=O)Nc1ccccc1 (stereo not drawn)	-2.5	1.1
O=C(Nc1ccccc1-c1nnn(CC(=O)N2CCCc3ccccc32)n1)c1cccc(Cl)c1	0.2	2.0

Full records, looked up by structure:
Listed for `COC(=O)[C@H](Cc1ccccc1)NC(=O)O[C@H]1C(=O)c2ccc(OC)cc2O[C@@H]1c1ccc2c(c1)OCO2` : Ecoli viability = -1.5; AddAB inh = -0.6
Listed for `COC(=O)C1=C(C)N(Cc2ccccc2)C(=NCCCCO)N[C@H]1c1ccccc1` : Ecoli viability = -1.5; AddAB inh = 1.6

Taken from above:
CC(=O)N1c2ccc3ccccc3c2C2C=CCC2C1c1ccc(Br)cc1 (stereo not drawn) in AddAB inh is listed with -1.8
O=c1cc(CO)oc(C(Nc2ccccn2)c2ccsc2)c1O (stereo not drawn) in Ecoli viability is listed with 1.6

(next part)
SMILES	Ecoli viability	AddAB inh
COC(=O)CCC(=O)OC1(C)C(=O)C=C2C=C(C3CC3)OC=C2C1=O (stereo not drawn)	-0.8	3.5
S=C(NCCc1ccccc1)N/N=C/C1CCCCC1	-2.4	-3.0
COc1cc(CC(NC(C)=O)C(=O)NC2CCN(c3c4c(nc5ncnn35)CCC4)CC2)cc(OC)c1 (stereo not drawn)	-0.8	-1.1
O=C1C=C(O)c2c(O)cccc2C1=O	-2.0	0.0
CCCc1ccc(/C=C2\C(=O)c3ccccc3C(O)=C2C(=O)OCC)cc1	-2.6	1.8
CC(C)Cc1ccccc1O	-0.9	1.1
C#CCOCCOCCOCCNc1nc(N2CCN(C(=O)CCCCCCCCCCNC(=O)[C@H]([C@@H](C)CC)n3cc(CCCCCN)nn3)CC2)nc(N2CCN(C(=O)CCCCCCCCCCNC(=O)[C@@H]([C@H](C)CC)n3cc(CCCCCN)nn3)CC2)n1	1.9	0.3
CCOc1ccccc1NC(=O)c1ccc([N+](=O)[O-])cc1	-3.1	-0.8
CSCSC1=C(C#N)C(c2ccc(Cl)cc2)C(C(C)=O)=C(C)N1 (stereo not drawn)	0.6	-0.3
O=C(c1cc2c(=O)n3ccccc3nc2s1)N1CCc2ccccc2C1	0.2	-0.3
CC1(C)CC(=O)c2sc(NC(=O)c3ccccc3)nc2C1	-1.5	3.7
CCN(CC)CCN1C(=O)C(O)=C(C(=O)c2cc3cccc(OC)c3o2)C1c1cccs1 (stereo not drawn)	-1.7	-0.1
CCN1C(=O)OC2(CCCCC2)C1(C)O (stereo not drawn)	0.1	5.0
COc1ccc2[nH]c3c(NCc4ccco4)ncnc3c2c1	5.5	4.8
Cc1ccc2c(c1)c1c(n2CC(O)CN2CCOCC2)CCCC1 (stereo not drawn)	-1.9	-0.8
Cc1cccc(-n2c3nc(=O)[nH]c(=O)c-3cc3c(C)nn(-c4ccccc4)c32)c1	2.1	1.3
CC(C)=CCc1c(-c2ccc(O)cc2O)oc2cc3c(c(O)c2c1=O)C=CC(C)(C)O3	-0.7	5.0
COc1ccc(-n2nc(C(=O)Nc3nc4ccc(OC)cc4s3)c3ccccc3c2=O)c(OC)c1	1.0	3.8
CC1CCC(NC(=O)CN2C(=O)COc3ccc(S(=O)(=O)N4CCCC4)cc32)CC1 (stereo not drawn)	-3.0	2.9
COC(=O)C1=C(C(=O)OC)[C@@H]2N(C)c3ccc(OC)cc3[C@@]23C[C@@H](C(=O)OC)N(C(=O)C2CCC2)C3=N1	-1.1	-1.0
CCOC(=O)c1c(C)[nH]c(C2=NNC(=Nc3cccc(Cl)c3)SC2)c1C	-2.6	-1.4
CCc1ccc(-c2cc(-c3n[nH]c(=S)n3CC)c3ccccc3n2)cc1	1.5	0.2
O=C1N[C@@H](Cc2cn(S(=O)(=O)c3c(F)c(F)c(F)c(F)c3F)c3ccccc23)C(=O)N[C@H]1Cc1ccccc1	-0.9	-1.8
COC(=O)c1[nH]c2cccc(OC)c2c1NC(=O)CCN1CCC(C(N)=O)CC1	1.2	2.2
O=C1/C(=C\c2cccnc2)CN(Cc2ccccc2)C/C1=C\c1cccnc1	-0.5	3.4
(further entries)
SMILES	Ecoli viability	AddAB inh
C=C[C@H]1[C@H](OC2OC(CO)C(O)C(O)C2O)OC=C(C(=O)OC)[C@H]1C[C@H]1CC(=O)C[C@H](CC(=O)CCc2ccc(O)cc2)O1 (stereo partly drawn)	1.3	3.0
CC1(C)O[C@@H]2[C@H](O1)[C@@H](COS(=O)(=O)O)O[C@H]2n1cnc2c(N)ncnc21	2.5	3.7
NNC(=O)c1nn(-c2ccccc2)cc1O	3.4	3.2
Cc1nn(-c2ccccc2)c(Cl)c1/C=N/NC(=O)CCNc1n[nH]c(=O)[nH]c1=O	2.0	0.4
O=C(NC(=S)Nc1ccc2oc(=O)ccc2c1)c1ccc(-c2cccc(Cl)c2Cl)o1	1.2	4.4
COc1cccc(C(=O)Nc2ccncc2)c1	1.7	2.2
COc1ccc(CCNC(=O)c2ccc3c(c2)NC(=O)C(CSCc2cc(C)ccc2C)N3)cc1OC (stereo not drawn)	-1.3	-0.5
O=C(O)C1OC(Oc2c(-c3ccc(O)c(O)c3)oc3cc(O)cc(O)c3c2=O)C(O)C(O)C1O (stereo not drawn)	-4.8	0.9
Cc1cccc2nc(COc3ccc(-c4ccccc4)cc3)cn12	4.9	2.6
Cc1csc2ncc(C(=O)NCc3ccc4c(c3)OCO4)c(=O)n12	-0.9	0.0
Cc1ccc2nc(SCc3cn4c(C)cc(C)nc4n3)[nH]c2c1	0.8	0.8
CCN1CCN(C(=O)N[C@@H](C(=O)N[C@@H]2C(=O)N3[C@@H]2SC(C)(C)[C@@H]3C(=O)O)c2ccccc2)C(=O)C1=O	1.3	-2.2
Cc1ccc(CN2C(=O)C3CCCN3c3ccc(S(=O)(=O)N4CCOCC4)cc32)cc1 (stereo not drawn)	-1.6	0.3
CC(C)CNC(=O)c1ccc(Cl)c(NC(=O)COc2ccccc2)c1	-0.6	1.0
COC(=O)C1=NN(C(=O)c2ccc(C)cc2)C(O)(c2ccc(Cl)cc2)C1 (stereo not drawn)	-1.3	1.6
COCCn1c(SCC(=O)Nc2ccc(OC)cc2)nc2c(oc3ccccc32)c1=O	-2.5	3.1
COC(=O)[C@@]1(Cc2ccc(OC)cc2)[C@H]2c3cc(C(=O)N(C)C)n(Cc4ccc(OC(F)(F)F)cc4)c3C[C@H]2CN1C(=O)c1ccccc1	0.8	3.0
CC1(C(=O)CSc2n[nH]c(-c3ccccc3Cl)n2)CCC(=O)O1 (stereo not drawn)	-1.0	0.2
CN1CCN(C2=Nc3cc(F)ccc3Cc3ccccc32)CC1	-0.6	0.3
Nc1ccc(N2CCCCCC2)cc1	0.6	1.9
CCn1c2ccccc2n2c(=O)c(=O)n(CC(=O)N3CCN(c4ccccc4OC)CC3)nc12	-0.9	-0.9
CCOC(=O)c1cnn(-c2ncnc3c2cnn3Cc2ccccc2)c1N	0.6	5.5
CN(C)c1ccc(/C=C/c2cc[n+]([O-])cc2)cc1	-1.4	2.4
CNC(C)C#Cc1ccc2sc3cc(OC)c(OC)cc3c(=O)c2c1 (stereo not drawn)	-0.8	3.1
Cc1nn2c(=O)nc3sc4c(c3c2[nH]c1=O)CCCC4	1.8	3.3
Later entries
SMILES	Ecoli viability	AddAB inh
CC(OC(=O)c1ccc2ncsc2c1)C(=O)NCc1ccccc1 (stereo not drawn)	1.7	2.0
Cc1ccc(NC(=O)COc2ccccc2C(=O)NCCN(C)C)cc1	1.4	6.6
O=C1Nc2ccc(C(F)(F)F)cc2N2CCCC12 (stereo not drawn)	-0.2	0.1
N#Cc1ccc(OCC(=O)n2cc(C(=O)c3cc(Cl)cc(Cl)c3O)cn2)cc1	-0.5	-2.0
CC(C)Cn1c(N)c(C(=O)CSc2nc3ccccc3c(=O)n2CCCN2CCOCC2)c(=O)n(C)c1=O	-2.0	0.7
Cc1cc(Cl)ccc1OCC(O)CN1C(C)CCCC1C (stereo not drawn)	2.0	0.8
O=C(Cn1nnc2ccccc2c1=O)NCCc1ccc(F)cc1	-2.2	5.7
Cn1c(N)c(C(=O)COC(=O)c2cc(-c3ccco3)nc3ccccc23)c(=O)n(Cc2ccccc2)c1=O	-1.6	-1.1
Cc1ccc(CNC(=O)c2sc3ccc(S(=O)(=O)N4CCCCC4)cc3c2N)cc1	0.0	0.5
COc1ccc(CN(C)c2nc(-c3cccnc3)nc3ccccc23)cc1OC	0.2	0.8
CN1CCN(S(=O)(=O)c2ccc(N(C)CC(=O)Nc3ccc(F)cc3)nc2)CC1	0.2	2.5

Filtered by structure: the entries above containing a Cl atom (13)
SMILES	Ecoli viability	AddAB inh
CCn1cc(C(=O)O)c(=O)c2cnc(N3CCN(C(=S)NC(=O)c4ccc(Cl)cc4)CC3)nc21	4.5	3.8
O=C(OCCN1C(=O)c2cccc3c(N4CCOCC4)ccc(c23)C1=O)c1cccc(Cl)c1	-2.5	-0.2
CCOc1ccccc1N/C(=N/c1nc(C)cc(C)n1)NC(=O)Nc1ccc(Cl)c(Cl)c1	-0.7	2.3
O=C(Nc1ccccc1-c1nnn(CC(=O)N2CCCc3ccccc32)n1)c1cccc(Cl)c1	0.2	2.0
CSCSC1=C(C#N)C(c2ccc(Cl)cc2)C(C(C)=O)=C(C)N1 (stereo not drawn)	0.6	-0.3
CCOC(=O)c1c(C)[nH]c(C2=NNC(=Nc3cccc(Cl)c3)SC2)c1C	-2.6	-1.4
Cc1nn(-c2ccccc2)c(Cl)c1/C=N/NC(=O)CCNc1n[nH]c(=O)[nH]c1=O	2.0	0.4
O=C(NC(=S)Nc1ccc2oc(=O)ccc2c1)c1ccc(-c2cccc(Cl)c2Cl)o1	1.2	4.4
CC(C)CNC(=O)c1ccc(Cl)c(NC(=O)COc2ccccc2)c1	-0.6	1.0
COC(=O)C1=NN(C(=O)c2ccc(C)cc2)C(O)(c2ccc(Cl)cc2)C1 (stereo not drawn)	-1.3	1.6
CC1(C(=O)CSc2n[nH]c(-c3ccccc3Cl)n2)CCC(=O)O1 (stereo not drawn)	-1.0	0.2
N#Cc1ccc(OCC(=O)n2cc(C(=O)c3cc(Cl)cc(Cl)c3O)cn2)cc1	-0.5	-2.0
Cc1cc(Cl)ccc1OCC(O)CN1C(C)CCCC1C (stereo not drawn)	2.0	0.8
